Assay outcomes: PubChem BioAssay, National Center for Advancing Translational Sciences (NCATS)
D2 potentiator: HTS Assay for Positive Allosteric Modulators of the Human D2 Dopamine Receptor: Primary Screen for Potentiators | D(2) dopamine receptor (Homo sapiens), P14416 | HEK293 T-REx D2, calcium flux, EC20 dopamine potentiation | potentiation, % at 10 µM | actives 0.34% (n = 340,000);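 active = potentiation over 3 SD above the plate norm, cut at about 30% in these data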; also: 0% is about no effect
Target sequence (P14416 whole entry, looked up): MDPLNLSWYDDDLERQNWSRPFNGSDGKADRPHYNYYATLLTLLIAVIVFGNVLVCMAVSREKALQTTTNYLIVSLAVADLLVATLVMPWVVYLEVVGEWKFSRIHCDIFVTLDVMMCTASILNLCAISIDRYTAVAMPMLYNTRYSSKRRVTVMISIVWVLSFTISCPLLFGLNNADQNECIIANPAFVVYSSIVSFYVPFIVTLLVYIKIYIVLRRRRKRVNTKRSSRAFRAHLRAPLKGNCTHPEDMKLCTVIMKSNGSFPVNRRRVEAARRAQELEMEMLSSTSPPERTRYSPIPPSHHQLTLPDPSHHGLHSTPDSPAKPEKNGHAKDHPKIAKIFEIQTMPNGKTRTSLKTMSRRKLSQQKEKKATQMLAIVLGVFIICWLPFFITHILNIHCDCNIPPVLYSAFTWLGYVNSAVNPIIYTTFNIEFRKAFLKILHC
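Using a no-wash calcium dye in inducible, force-coupled HEK293 Trex cells expressing D2, we tracked fluorescence each second for 180 s after compound, then for 180 s after EC20 dopamine to detect augmented signalling.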
RXFP1 antag: qHTS Assay for Antagonists of the Relaxin Receptor RXFP1; HEK293-RXFP1, relaxin-stimulated cAMP HTRF, 30 min; active compounds read low; activity change, negative = inhibition, % at 57.5 µM; Relaxin receptor 1 (Homo sapiens), Q9HBX9; actives 0.59% (n = 350,000);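 active = activity change of -60% or lower, but not beyond a set lower limit; inconclusive = change between -60% and -40%, or beyond the set limit; inactive = change above -40%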; also: % is scaled to controls: 0 for no effect and ±100 for the full control effect
TRHR PAM: qHTS for Small Molecule Agonists and Allosteric Enhancers of Human TRH Receptor: Primary Screen for Enhancers. Thyrotropin-releasing hormone receptor (Homo sapiens), P34981. AID 493056, 2011. TRHR cells, fluo-8 calcium fluorescence, EC20 TRH enhancement. actives 0.66% (n = 360,000). enhancement, % at 2 µM; in the data active = enhancement above about 30%; also: 0% is about no effect
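TRHR-expressing cells loaded with fluo-8 calcium dye were read kinetically (ex 480/em 530) during compound addition, then stimulated with an EC20 of TRH (10 nM final). Enhancement of the Gq-mediated intracellular calcium response was scored.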
Anesthetic bind: qHTS Assay for Identification of Novel General Anesthetics. Ferritin light chain (Equus caballus), P02791. apoferritin/1-aminoanthracene competitive binding, fluorescence. Potency, µM (highest dose often 77.5 µM), for inactives: at the highest dose activity change, negative = displacement, most hits filed as inhibitors. actives 0.074% (n = 350,000). AID 485281, 2010; also: potency is read from the fitted curve at half-maximal effect; % is scaled to controls: 0 for no effect and ±100 for the full control effect; nearly all actives have a fitted effect of over 20% in size
Target sequence (P02791 2-175 limits assumed): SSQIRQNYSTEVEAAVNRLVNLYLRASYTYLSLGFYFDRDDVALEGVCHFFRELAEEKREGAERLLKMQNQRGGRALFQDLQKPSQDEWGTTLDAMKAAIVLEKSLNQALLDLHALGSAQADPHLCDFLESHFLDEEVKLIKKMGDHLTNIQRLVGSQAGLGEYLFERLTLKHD
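Steps: apoferritin (10 uM) was premixed with half-saturated 1-AMA in PBS, compounds were pin-transferred, plates stood 10 min at room temperature, fluorescence was read at 380/535 nm, and curves were fitted with a Hill equation.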
TRHR ag: qHTS for Small Molecule Agonists and Allosteric Enhancers of Human TRH Receptor: Primary Screen for Agonists | Thyrotropin-releasing hormone receptor (Homo sapiens), P34981 | TRHR cells, calcium flux fluo-8, FDSS agonist mode | activation, % at 2 µM | actives 0.18% (n = 360,000) | AID 493084, 2011; in the data active = activation above about 30%; also: 0% is about no effect
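TRHR-expressing cells, plated overnight in medium with 10% serum, were loaded with fluo-8 calcium dye at room temperature. After a 10 s baseline, library compound was pin-added and calcium release was recorded kinetically (ex 480/em 530) as agonist response.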
D1 antag: Antagonist of Human D 1 Dopamine Receptor: qHTS. AID 504652, 2011. HEK293 TREx D1 cells, calcium flux, dopamine EC80; active compounds read low. activity change, negative = inhibition, % at 10 µM. actives 3.2% (n = 360,000); in the data active = activity change below about -30%; also: % is scaled to controls: 0 for no effect and ±100 for the full control effect
Target sequence (P21728 whole entry, looked up): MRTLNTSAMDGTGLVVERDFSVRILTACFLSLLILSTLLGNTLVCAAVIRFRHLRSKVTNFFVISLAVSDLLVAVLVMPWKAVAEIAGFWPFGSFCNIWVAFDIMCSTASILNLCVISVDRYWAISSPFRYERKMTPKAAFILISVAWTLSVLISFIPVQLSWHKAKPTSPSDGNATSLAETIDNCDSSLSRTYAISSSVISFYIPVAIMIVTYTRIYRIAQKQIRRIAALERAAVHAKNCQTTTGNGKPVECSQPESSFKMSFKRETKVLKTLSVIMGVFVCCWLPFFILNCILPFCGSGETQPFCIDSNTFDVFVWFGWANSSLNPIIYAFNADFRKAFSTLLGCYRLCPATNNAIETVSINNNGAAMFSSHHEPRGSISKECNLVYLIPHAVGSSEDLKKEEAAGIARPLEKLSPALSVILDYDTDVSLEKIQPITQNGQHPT
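HEK293 T-REx cells expressing inducible, force-coupled D1 receptor; no-wash Ca dye, 30–90 min RT. Cmpd → 180 s read at 1 Hz → EC80 DA → 180 s read.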
D1 agonist: Allosteric Agonists of the Human D1 Dopamine Receptor: qHTS | AID 504660, 2011 | HEK293 T-REx D1 cells, calcium flux, agonist mode | actives 1% (n = 360,000) | D(1A) dopamine receptor (Homo sapiens), P21728 | activation, % at 2 µM; in the data active = activation above about 30%; also: 0% is about no effect
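Agonism was scored from calcium flux recorded over 180 s (1 read/s) after pintool compound addition, following a 10-cycle baseline. Cells were inducible force-coupled HEK293 TREx D1, plated overnight at 30 C and loaded with no-wash calcium dye.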
D1 potentiator: Potentiators of Human D1 Dopamine Receptor: qHTS; HEK293 TREx D1 cells, calcium flux, dopamine EC20 potentiation; potentiation, % at 10 µM; actives 0.036% (n = 360,000); D(1A) dopamine receptor (Homo sapiens), P21728; in the data active = potentiation above about 30%; also: 0% is about no effect
RXFP1 ag: qHTS Assay for Agonists of the Relaxin Receptor RXFP1 | Relaxin receptor 1 (Homo sapiens), Q9HBX9 | HEK293T-RXFP1 cAMP TR-FRET, 30 min; response scale: percent of porcine relaxin response, buffer zero | Potency, µM (titrated, usually from 57.5 µM), for inactives: at the top dose activation, hits mostly activators | actives 0.3% (n = 370,000); also: potency is read from the fitted curve at half-maximal effect; % is scaled to controls: 0 for no effect and ±100 for the full control effect; nearly all actives have a fitted effect of over 60% in size; many of its hits are not listed in these tables
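HEK293T cells stably expressing RXFP1 were pretreated with the PDE4 inhibitor Ro 20174, exposed to compounds for 30 min at 37C, lysed, and cAMP was read by TR-FRET. Data normalized to buffer (basal) and 29 nM porcine relaxin (100%).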
Numbers without * were called inactive; u = inconclusive; x = not tested or not shown; & = joins results of further samples; [ ] = another dose, or the depositor's remark. Unless noted, calls follow the shape of the dose curve; as a rule, active = well fitted curve in the direction sought with a large enough effect; inconclusive = small, poorly fitted or top-dose-only effect, or another doubt; inactive = no such curve, though single readings can be large; an effect the other way counts as inactive or inconclusive. An excerpt, so the mix of outcomes need not match the whole.

Sample of the layout, two compounds:
SMILES	D2 potentiator	RXFP1 antag	TRHR PAM	Anesthetic bind	TRHR ag	D1 antag	D1 agonist	D1 potentiator	RXFP1 ag
O=c1cc(N2CCN(c3ccccc3)CC2)[nH]c(=O)n1-c1ccccc1Cl	7	5	-5	-17%	0.2	2	4	2	0.1%
O=C(Nc1cccc2ccccc12)/C(=C/c1cccc([N+](=O)[O-])c1)NC(=O)c1cccs1	-3	-11	34*	8%	-0.3	7	1	-4	0.8%

The list itself, from the start:
SMILES	D2 potentiator	RXFP1 antag	TRHR PAM	Anesthetic bind	TRHR ag	D1 antag	D1 agonist	D1 potentiator	RXFP1 ag
O=c1cc(N2CCN(c3ccccc3)CC2)[nH]c(=O)n1-c1ccccc1Cl	7	5	-5	-17%	0.2	2	4	2	0.1%
O=C(Nc1cccc2ccccc12)/C(=C/c1cccc([N+](=O)[O-])c1)NC(=O)c1cccs1	-3	-11	34*	8%	-0.3	7	1	-4	0.8%
CC(NC(=O)Nc1cccc(Cl)c1)C(c1cccs1)N1CCCC1 (centres undefined)	-22	-1	0	-9%	0.6	34	113*	-4	1.8%
COc1ccc(-c2csc3ncnc(N4CCN(S(=O)(=O)c5cccc(Br)c5)CC4)c23)cc1	18	-11	4	x	0.5	16	2	5	2.9%
Cc1ccc(S(=O)(=O)NCCS(=O)(=O)N2CCN(c3ccccc3)CC2)cc1	4&6	11&-5	1&1	-3%&-4%	-0.1&-0.5	-15&-16	6&1	-7&-2	-3.5%&-1.6%
COc1ccc(C2c3ccc(O)cc3Oc3ncn(CCCO)c(=N)c32)cc1OC (centres undefined)	2	15	8	6%	0.5	3	3	4	1.2%
CCOC(=O)Cn1c(S(=O)(=O)Cc2ccccc2)nc2ccccc21	-2	9	3	-11%	-0.2	-1	2	-1	0.1%
CCOC(=O)C(=O)Nc1ccc(S(=O)(=O)N2CCOCC2)cc1OC	-2	2	-10	-10%	0.1	-6	-1	-1	1.4%
Cc1ccc(CN2CC(C(=O)N3CCN(S(=O)(=O)c4ccc(C(C)C)cc4)CC3)CC2=O)cc1 (centres undefined)	3	-34	-3	x	-1.1	0	1	-3	2.3%
COc1ccc2cc(C(=O)C3CCCN(C(=O)c4ccnn4C)C3)ccc2c1 (centres undefined)	-2	-2	7	0%	0.4	0	7	-6	8.5%
Cc1cc(C)cc(NC(=O)N2CCN(S(C)(=O)=O)CC2)c1	1	-11	1	-5%	0.6	x	-1	-4	0.5%
Cc1cccc2cc(/C=C3\N=C(c4ccccc4)OC3=O)c(N3CCOCC3)nc12	-7	4	-3	-8%	-0.3	4	4	0	4.3%
Cc1ccc(/C=C/C(=O)O)cc1S(=O)(=O)N(C)CCO	-6	-13	-6	6%	0.2	2	1	-1	0.7%
O=C(c1cnn(C(=O)c2cccc(S(=O)(=O)N3CCOCC3)c2)c1)c1ccccc1O	5	-9	0	u	-0.2	3	0	-7	-0.8%
CCOC(=O)C(=O)Nc1ccccc1C(=O)NC(C)C	-6	7	-6	0%	0.0	9	3	-3	0.1%
COc1ccc(C2c3c(ncn(CCN4CCOCC4)c3=N)Oc3ccc4ccccc4c32)cc1 (centres undefined)	14	0	4	4%	-0.6	18	-2	2	1.4%
COc1cc2[nH]c(=O)n(Cc3ccc(C(=O)N4CCN(c5cc(Cl)ccc5C)CC4)cc3)c(=O)c2cc1OC	-10	x	8	-3%	0.3	-3	1	0	-2.7%
O=C(NCCNS(=O)(=O)c1ccccc1)N1CCOCC1	-5	-14	1	-6%	0.2	7	1	-2	-2.1%
COc1cccc(N2C(=O)CC(N3CCC(C(N)=O)(N4CCCCC4)CC3)C2=O)c1 (centres undefined)	20	-17	-1	-2%	0.4	14	-1	0	-0.9%
COc1ccc(CNC(=O)CN(Cc2ccc(OC)cc2)C(=O)c2csnn2)cc1	0	-3	-4	9%	0.8	2	5	3	2.6%
CSc1ccc(CN2CCCN(C)CC2)cc1	x	-7	-1	-3%	1.2	8	5	-4	0.9%
CCCCC(=O)NNC(=S)NC(=O)c1ccc(C)cc1	-1	-15	0	-17%	14	-17	60*	1	-0.2%
O=C(O)/C=C\C(=O)Nc1ccccc1N1CCN(c2ccccc2)CC1	5	-4	-15	-7%	-0.2	-22	2	-5	0.2%
O=C(Cc1cc(C(=O)O)c2ccccc2n1)Nc1ccccc1	-2	4	-2	1%	0.7	-27	1	-5	1.3%
CC1=C(C(=O)OC(C)(C)C)C(c2ccco2)C(C#N)=C(N)O1 (centres undefined)	2	25	2	-19%	-0.3	9	-1	4	0.3%
OCC1(CCc2ccccc2)CCN(Cc2cnc(N3CCCC3)s2)CC1	x	2	9	-10%	1.3	50	23	8	-2.0%
C=CCN1C(=O)/C(=C/C(=O)OC)S/C1=N\NC(=O)c1ccccc1	11	-11	3	0%	-0.1	-2	0	-8	0.1%
COc1ccc(-c2cc(C(F)F)n3ncc(C(=O)Nc4cnn(Cc5ccccc5)c4)c3n2)cc1	3	x	-7	-7%	0.5	2	1	-4	1.1%
O=c1c2ccccc2nc2c3ccccc3cnn12	5	2	-2	-5%	0.5	-24	1	-2	19%
COC(=O)CSc1nnc(-c2cccs2)n1-c1ccc(Cl)cc1	-1	-1	6	-12%	0.0	-1	1	-2	2.1%
Cn1cccc1C(=O)C(=O)Nc1ccccc1C(F)(F)F	2	0	-2	u	-0.4	13	3	-6	1.7%
Cc1cc(NC(=O)CSc2nnc(C3COc4ccccc4O3)n2N)no1 (centres undefined)	9	14	1	-7%	-0.2	-8	6	2	-2.0%
CS(=O)(=O)Nc1ccc2c(c1)ncn2CCc1ccccc1	2	0	9	-12%	1.1	6	0	-3	0.0%
CCN(CC)C1CC(=O)N(c2cccc(C)c2)C1=O (centres undefined)	-9	x	-1	-20%	-0.2	-12	3	-3	7.0%
Cc1cc(C)c(CN2C(=O)c3ccccc3S(=O)(=O)c3ccc(C(=O)OCC4CCCO4)cc32)c(C)c1 (centres undefined)	-1	-6	-5	-17%	-0.1	-4	1	-3	0.5%
CN(C)/C(=N\S(=O)(=O)c1ccccc1)c1ccc([N+](=O)[O-])cc1	-3	0	2	-3%	-0.7	20	7	-10	1.0%
O=C(NCc1ccc(Cl)cc1)c1cnccn1	-3	-11	-3	-10%	-0.2	-6	1	-5	0.4%
Nc1cc(S(=O)(=O)Nc2ccc(Cl)cc2)ccc1N1CCOCC1	9	-5	4	-11%	2.5	-15	15	-7	-1.9%
CCOc1ccc(S(=O)(=O)NCCc2c(C)[nH]c3c(Cl)cccc23)cc1C	-5	x	-5	0%	-0.6	4	0	-5	-0.9%
CCOc1ccc(-n2nnc3c(=O)n(CC(=O)N4CCCc5ccccc54)cnc32)cc1	5	-4	-1	-17%	-0.1	-3	2	2	2.5%
Cc1cnc(NC(=O)c2ccc(OCC3CCCO3)cc2)s1 (centres undefined)	-7	10	-5	-10%	0.5	7	5	0	-1.0%
CCC(=O)NC(NC(=S)Nc1ccccc1Br)C(Cl)(Cl)Cl (centres undefined)	0	1	-6	-5%	0.1	-12	6	-7	4.5%
CCOC(=O)c1cccc(NC(=O)Cn2nc(C)n3cccc3c2=O)c1	-14	9	1	-19%	-0.4	-17	4	-8	1.2%
O=C(COc1nncc2ccccc12)Nc1ccc(Br)cc1F	6	-21	6	-10%	0.0	0	-2	1	4.7%
CN(C)S(=O)(=O)c1cccc(COC(=O)c2ccc(Cl)cc2O)c1	0	6	-12	-3%	-0.1	-12	15	-1	-2.0%
Cc1oc(-c2ccc(Cl)cc2)nc1CN1CCCC(C(=O)NCCCN2CCCC2=O)C1 (centres undefined)	-1	-14	2	-5%	-0.7	-9	0	-4	0.4%
O=[N+]([O-])c1ccc(Sc2ncccn2)c([N+](=O)[O-])c1	x	15	1	-7%	-0.3	5	1	2	0.5%
Cc1cccc(OCCC(=O)Nc2cc(S(=O)(=O)N3CCCCC3)ccc2N2CCOCC2)c1	38*	-4	-5	-8%	0.3	-5	3	3	-3.6%

The list goes on; the last 2 above are carried over.
SMILES	D2 potentiator	RXFP1 antag	TRHR PAM	Anesthetic bind	TRHR ag	D1 antag	D1 agonist	D1 potentiator	RXFP1 ag
O=[N+]([O-])c1ccc(Sc2ncccn2)c([N+](=O)[O-])c1	x	15	1	-7%	-0.3	5	1	2	0.5%
Cc1cccc(OCCC(=O)Nc2cc(S(=O)(=O)N3CCCCC3)ccc2N2CCOCC2)c1	38*	-4	-5	-8%	0.3	-5	3	3	-3.6%
CCOC(=O)CC(=O)CSc1nc2ccc(C)cc2cc1C#N	0	36	-2	-5%	2.3	-16	0	1	4.0%
Cc1ccsc1/C=N/Nc1nc(=O)[nH]nc1C	-1	-25	2	-19%	0.0	12	0	-3	-1.9%
Cn1c(=O)c([N+](=O)[O-])c(NCc2ccccc2Cl)c2ccccc21	-12	-18	-9	-7%	1.8	2	2	-2	-1.6%
CN(C)CCCNc1oc(-c2ccccc2)nc1C#N	-1	-21	-4	-8%	0.6	27	5	-8	3.9%
COC(=O)c1cccc(-n2c(CCC(=O)O)ccc2-c2cccs2)c1	1	25&-5	-1&-1	-3%&1%	-0.3&-0.1	-2&3	3&3	-4&-5	-0.6%&2.8%
Nc1nnnn1/N=C/c1cc(Cl)ccc1O	5	16	0	204%[activator]	18	10	11	-7	13%
Cc1ccc2nc(-c3ccncc3)cc(C(=O)N3CCOCC3)c2c1	8	-14	12	-9%	0.7	6	0	3	0.1%
COc1ccc(S(=O)(=O)N2CCN(CC(=O)N3c4ccccc4CC3C)CC2)cc1OC (centres undefined)	17	-5	-13	x	0.8	6	1	-4	3.5%
